Screens from PubChem BioAssay.
D3 antag – qHTS of D3 Dopamine Receptor Antagonist: qHTS; D(3) dopamine receptor (Homo sapiens), P35462; D3R cells, DiscoveRx beta-arrestin luminescence, antagonist mode; hits give low values; max response, negative = inhibition, %; 360,000 compounds, 2.5% hits; in the data active = max response below about -50%; inconclusive = no clear call, values can overlap the other calls; also: % is scaled to controls: 0 for no effect and ±100 for the full control effect; mostly tested at two doses, the higher about 12 µM
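Cells expressing the human receptor were seeded at 1500 cells/well, incubated overnight at 37 degrees C in 5% CO2, then exposed to library compounds with dopamine controls for 90 minutes at 37 degrees C before luminescent detection.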
Mm-Cpn inhibitor – Inhibitors of TCP-1 ring complex (TRiC) of Methanococcus maripaludis (MmCpn): qHTS; Chaperonin Mm-Cpn (Methanococcus maripaludis); purified Mm-Cpn ATPase, ADP Transcreener TR-FRET; Potency, µM (highest dose often 76.9 µM), for the others: top-dose activity, negative = inhibition, actives largely listed as inhibitors; 330,000 compounds, 0.031% hits; also: potency is read from the fitted curve at half-maximal effect; % is scaled to controls: 0 for no effect and ±100 for the full control effect; nearly all actives have a fitted effect of over 80% in size
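ATP (10 uM final) was added to archaeal chaperonin (25 nM final) after 10 min exposure to test compound at 37°C; after 30 min further incubation, ADP was detected by competitive TR-FRET.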
EPAC2 antagonist – qHTS for Antagonist of cAMP-regulated guanine nucleotide exchange factor 2 (EPAC2): primary screen. Rap guanine nucleotide exchange factor 4 (Homo sapiens), Q8WZA2. EPAC2 GEF exchange of Rap1B-BODIPY-GDP, fluorescence. Potency, µM (highest dose often 114 µM), for the others: top-dose activity, negative = inhibition, hits mostly inhibitors. 360,000 compounds, 0.18% hits. AID 720708, 2013; also: potency is read from the fitted curve at half-maximal effect; % is scaled to controls: 0 for no effect and ±100 for the full control effect; nearly all actives have a fitted effect of over 45% in size; many of its hits are not listed in these tables
Target sequence (Q8WZA2 whole entry, looked up): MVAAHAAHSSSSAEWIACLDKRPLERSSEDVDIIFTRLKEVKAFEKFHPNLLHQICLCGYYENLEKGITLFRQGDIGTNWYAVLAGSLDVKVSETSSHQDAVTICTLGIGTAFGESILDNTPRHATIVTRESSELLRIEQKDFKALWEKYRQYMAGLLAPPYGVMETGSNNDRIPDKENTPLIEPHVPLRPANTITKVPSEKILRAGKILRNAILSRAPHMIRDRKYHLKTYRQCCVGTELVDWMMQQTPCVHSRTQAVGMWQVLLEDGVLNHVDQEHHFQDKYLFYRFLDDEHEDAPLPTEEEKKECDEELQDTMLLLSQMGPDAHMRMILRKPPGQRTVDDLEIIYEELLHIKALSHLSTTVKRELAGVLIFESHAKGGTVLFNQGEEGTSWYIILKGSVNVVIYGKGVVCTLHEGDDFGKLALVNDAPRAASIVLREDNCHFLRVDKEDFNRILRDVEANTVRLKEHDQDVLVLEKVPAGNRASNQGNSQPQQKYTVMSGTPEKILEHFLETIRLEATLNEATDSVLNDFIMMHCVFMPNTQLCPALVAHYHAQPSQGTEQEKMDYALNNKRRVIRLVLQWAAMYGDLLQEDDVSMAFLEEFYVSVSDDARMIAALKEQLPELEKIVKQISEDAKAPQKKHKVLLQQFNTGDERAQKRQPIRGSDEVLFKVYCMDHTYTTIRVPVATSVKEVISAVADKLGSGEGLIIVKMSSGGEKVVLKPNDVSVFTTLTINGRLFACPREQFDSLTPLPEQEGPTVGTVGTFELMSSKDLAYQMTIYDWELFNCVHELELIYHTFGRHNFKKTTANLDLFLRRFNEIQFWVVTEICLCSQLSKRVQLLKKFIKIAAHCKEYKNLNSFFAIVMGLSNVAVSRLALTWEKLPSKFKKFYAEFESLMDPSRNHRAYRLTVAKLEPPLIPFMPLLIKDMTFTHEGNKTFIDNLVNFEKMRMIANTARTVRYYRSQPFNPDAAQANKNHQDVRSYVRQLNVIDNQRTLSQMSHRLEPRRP
EPAC2 agonist – qHTS for Agonist of cAMP-regulated guanine nucleotide exchange factor 4 (EPAC2): primary screen; Rap guanine nucleotide exchange factor 4 (Homo sapiens), Q8WZA2; EPAC2 activation, biochemical qHTS; response scale: 100% = 6.5 mM cAMP response; Potency, µM (top dose mostly 154 µM), for the others: top-dose activation, actives largely listed as activators; 360,000 compounds, 0.079% hits; also: potency is read from the fitted curve at half-maximal effect; nearly all actives have a fitted effect of over 50% in size
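EPAC2 (100 nM) mixed with Rap1B loaded with BODIPY-GDP (250 nM) plus 50 uM unlabeled GDP; compounds pinned in, 5 min RT, then read every 5 min for 30 min (ex 480, em 540 nm). Normalized to cAMP control.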
CCT chaperon mod – High-Throughput Screening for Modulators of Cytosolic Chaperonin Activity | 360,000 compounds, 0.3% hits | purified chaperonin ATPase assay, HTRF ADP detection, 30 min | AID 651819, 2012 | activity change, % (concentration not given with the values), hits read low; in the data active = activity change below about -30%; also: % is scaled to controls: 0 for no effect and ±100 for the full control effect
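TRiC at 40 or 20 nM final (batch-dependent) in 30 mM Tris pH 7.4, 100 mM KCl, 5 mM MgCl2, 1 mM DTT, with compound at single 76 uM and 10 uM ATP, 30 min at 37 deg C. ADP detected by HTRF Transcreener, 665/615 ratio.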
Akt phos inh – HTS Assay for Inhibitors of Akt Phophorylation: Primary Screen | Neuro2A IGF-stimulated pAkt S473 HTRF, 20 min; hits give low values | activity change, % for hits at 50 µM | 360,000 compounds, 0.32% hits | AID 651550, 2012; in the data active = activity change below about -80%; inconclusive = mostly about -51% to -80%; also: % is scaled to controls: 0 for no effect and ±100 for the full control effect
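Neuro2A cells (4,500/well, DMEM with 0.5% FBS) were treated with compound at a single 50 µM final concentration, stimulated with 6 nM IGF for 20 min at 37 °C, and lysed. Phospho-Akt Ser473 was read by HTRF as 665/615 ratio ×10^4.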
DRD3 agonist – qHTS of D3 Dopamine Receptor Agonist: qHTS. D(3) dopamine receptor (Homo sapiens), P35462. D3R DiscoveRx beta-arrestin cells, luminescence, 90 min. max activation, %. 410,000 compounds, 0.58% hits. AID 652048, 2013; in the data active = max activation above about 30%; also: 0% is about no effect; mostly tested at two doses, the higher about 12 µM
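Agonist-mode cell screen: cells plated at 1500/well and incubated overnight at 37 °C, then exposed to library compounds for 90 min at 37 °C. Detection reagent was added for 30–60 min at room temperature, and luminescence was read.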
PTHR1 agonist – qHTS for PTHR1 Agonists: Primary Screen; Potency, µM (highest dose often 115 µM), for the others: at the top dose activation, actives largely listed as activators; HEK293 GP2 PTHR1 cells, GloSensor cAMP luminescence, 1 h; Parathyroid hormone/parathyroid hormone-related peptide receptor (Homo sapiens), Q03431; AID 743266, 2014; 410,000 compounds, 0.075% hits; also: potency is read from the fitted curve at half-maximal effect; nearly all actives have a fitted effect of over 55% in size; some results filed as inactive show a strong effect at the top dose; inactives centre near -15; many of its hits are not listed in these tables
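HEK-293-derived GP2 cells expressing PTHR1 and a GloSensor cAMP reporter, 3,000/well, plated overnight, given luciferin plus IBMX (each 0.5 mM as added) for 1 h at 37 °C, then compound for 1 h at 37 °C. Luminescence was read after 15 min at room temperature.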
The depositor's hits bear a star; i = inactive; ? = inconclusive; nt = not tested or not shown; & = joins results of further samples; [ ] = dose if it differs, or a comment. Unless noted, calls follow the shape of the dose curve; as a rule, active = well fitted curve in the direction sought with a large enough effect; inconclusive = small, poorly fitted or top-dose-only effect, or another doubt; inactive = no such curve, though single readings can be large; an effect the other way counts as inactive or inconclusive. Only part of the results is shown; rates above refer to the full screens.

Structure	EPAC2 antagonist	D3 antag	PTHR1 agonist	CCT chaperon mod	DRD3 agonist	Mm-Cpn inhibitor	EPAC2 agonist	Akt phos inh
CCc1ccc(-n2c(=O)c3c(C)c(C)sc3n(CC(=O)NCC3CCCO3)c2=O)cc1 (centres undefined)	-4%	1	i	0.3	3	4%	1%	i
COc1ccc(-c2c3c(=O)n(C)c(=O)n(C)c3cn2Cc2ccccn2)cc1	3%	-7	-19%[57.5 µM]	-2.6	1	-3%	6%	i
COc1cccc(NC(=O)C2(C)CCCN2C(=O)C(C)C)c1OC (centres undefined)	0%	7	-7%	-1.0	75*	nt	6%	i
CCOc1ccc(-c2cccc(NS(=O)(=O)c3cccc([N+](=O)[O-])c3)c2)nn1	-5%	19	i	0.5	1	nt	7%	i
CC1CCCCC1NC(=S)Nc1ccc(SC(F)F)cc1 (centres undefined)	-7%	21	-31%[inhibitor][57.5 µM]	-1.1	-8	1%	15%	i
Cc1noc(C)c1CSc1nc2[nH]ncc2c(=O)n1-c1ccccc1	3%	0	29%	0.3	-2	1%	12%	i
Cc1ccc(-c2cc(C(=O)NCc3ccccn3)c3ccccc3n2)cc1C	-8%	7	-27%[57.5 µM]	0.1	3	-4%	2%	i
CN(C)S(=O)(=O)c1ccc(C(=O)OCC(=O)NC(=O)NCc2ccccc2)cc1	11%	-12	-4%	-1.7	10	0%	1%	?
CN(C)c1cccc2c(S(=O)(=O)NCc3ccc(S(N)(=O)=O)cc3)cccc12	-6%	13	-2%	-2.9	0	-5%	11%	i
COCCN1Cc2cccc(C(=O)Nc3ccc(C)cc3)c2C1=O	-7%	8	i	-4.2	2	-1%	4%	i
Cc1ccc(S(=O)(=O)N(C)CC(=O)Nc2cccnc2)cc1	9%	-12	i	-4.8	-3	3%	5%	i
Nc1nc(Nc2ccc(Cl)cc2)n[nH]1	19%	0	i	1.4	4	-2%	29%	i
COCCCn1c(SCC(=O)Nc2cccc(C)n2)nnc1-c1ccco1	0%	15	i	-1.8	1	1%	-2%	i
COc1ccc(CCNC(=O)Cn2c(=O)n(CC3CCCO3)c(=O)c3ccccc32)cc1OC (centres undefined)	-1%	13	i	-0.5	1	2%	3%	i
Cn1c(N)c(C(=O)CSc2nnc(Cc3cccs3)n2C2CC2)c(=O)n(C)c1=O	6%	-29	-40%[inhibitor]	-2.5	-8	1%	-3%	i
CC(=O)Nc1cccc(-c2ccnc3c2CC(C(=O)NC(C)C)O3)c1 (centres undefined)	-12%	2	-1%	-1.1	-3	nt	6%	i
Cc1ccccc1C1c2[nH]c3ccccc3c2C[C@H]2C(=O)N(c3ccccc3C(=O)NCCCN3CCOCC3)C(=O)N12 (some centres undefined)	-16%	73	i	-0.2	-11	1%	2%	i
CCSc1nnc(NC(=O)C2C3CCC(C3)C2C(=O)O)s1 (centres undefined)	-6%	9	i	-7.8	-3	-2%	6%	i
N#CC1(NC(=O)CN2C(=O)NC(c3ccccc3)(c3ccccc3)C2=O)CCCC1	4%	10	i	0.0	-7	2%	4%	i
COc1ccc(C(=O)NC2CC2)cc1OC1CCN(Cc2ccc(NC(C)=O)cc2)CC1	9%	1	i	2.1	14	0%	4%	i

(continued)
Structure	EPAC2 antagonist	D3 antag	PTHR1 agonist	CCT chaperon mod	DRD3 agonist	Mm-Cpn inhibitor	EPAC2 agonist	Akt phos inh
COc1nc(N)nc(CC(=O)C2CC2)n1	20%	-21	-22%	-1.4	4	0%	7%	i
COc1cc(/C=N/Nc2ccccc2C(F)(F)F)ccc1O	-5%	2	3%	-0.4	-2	2%	19%	i
NS(=O)(=O)c1ccc(N2N=C(c3ccccc3)CC2c2ccc(Br)cc2)cc1 (centres undefined)	4%	26	i	1.1	7	nt	7%	i
CC(C)C(=O)N1CCN(c2ccc(NC(=O)c3ccco3)cc2Cl)CC1	3%	9	i	-2.6	6	1%	2%	i
Fc1ccc(-c2csc(Nc3ccccn3)n2)cc1	1%	-12	-85%[inhibitor]	-1.0	-12	3%	9%	i
CC1(C(=O)NCc2ccc(C(F)(F)F)cc2)CCN1C1Cc2ccccc2C1 (centres undefined)	?	19	-18%	1.3	4	nt	-5%	i
CC(C)C[C@H]1COCCS(=O)(=O)N1Cc1cccc(Cl)c1	?	3	-2%	-1.9	2	nt	7%	i
COc1c(S(=O)(=O)NCCCn2ccnc2)ccc(Cl)c1Cl	-10%	-3	-42%[inhibitor]	-1.3	4	1%	12%	i
N=c1sccn1CC(=O)NC(c1ccccc1)c1ccccc1	2%	-4	-7%	-2.7	4	2%	-3%	i
CC(C)CC(=O)Nc1ccccc1Oc1ccccc1	4%	16	i	-0.8	1	2%	-10%	i
CCN(CC)S(=O)(=O)c1ccc(N2CCCC2)c(NS(=O)(=O)c2cccs2)c1	-19%	-25	-19%	1.3	-4	-3%	11%	i
COc1ccc(NC(=O)c2cc(-c3ccc(OC)c(OC)c3)nc3ccccc23)c(OC)c1	-13%	66	i	-1.2	13	1%	10%	i
COc1ccc(/C=C/C(=O)OCC(=O)N2CCCCCC2)c(OC)c1	-2%	-19	-83%[inhibitor]	0.2	5	-9%	8%	i
CCC1CCCCN1CCCNC(=O)CCNC(=O)Cn1cnc2ccccc2c1=O (centres undefined)	6%	-16	-22%	-2.1	-4	0%	6%	i
Cc1ccc(N=C2NC(=O)/C(=C\c3ccsc3)S2)c(C)c1	-9%	4	-8%	2.3	-17	1%	10%	i
CCN(CC)CCn1c2c(c(SCC(=O)Nc3nc4ccccc4s3)nc1=O)CCC2	-2%	-5	i	-3.9	6	1%	1%	i
Cc1cccc(-c2ccc3ncnc(NCc4cccs4)c3c2)c1	2%	nt	-84%	nt	nt	-4%&-7%	13%	nt
CC(C)=CCN1CCN(Cc2c(C)nn(C)c2Cl)CC1CCO (centres undefined)	1%	7	i	-5.7	1	3%	-1%	i
CCOC(=O)N1CCN(C(=O)C2CCN(S(C)(=O)=O)CC2)CC1	-4%	19	i	-4.9	-2	-2%	13%	i
COC(=O)CCC(=O)NC(=S)Nc1ccc(S(=O)(=O)Nc2cc(OC)nc(OC)n2)cc1	9%	7	-3%	-2.1	1	-2%	-4%	i

Further compounds follow:
Structure	EPAC2 antagonist	D3 antag	PTHR1 agonist	CCT chaperon mod	DRD3 agonist	Mm-Cpn inhibitor	EPAC2 agonist	Akt phos inh
Cc1cccc(NC(=O)c2ccc(COc3ccccc3)o2)n1	-3%	-7	i	0.7	-6	-3%	11%	i
COc1ccc(-c2nnc(SCC(=O)NC(C)C)n2CC2CCCO2)cc1OC (centres undefined)	-12%	19	-13%[57.5 µM]	1.0	7	0%	9%	i
COc1ccc(C)cc1NC(=O)CN1C(=O)COc2ccc(S(=O)(=O)N3CCOCC3)cc21	2%	-2	i	0.8	19&3	-3%	-3%	i
O=C(COc1ccc(S(=O)(=O)N2CCOCC2)cc1Cl)NCCN1CCOCC1	1%	-4	-7%	-8.1	8	0%	2%	i
CCC(Sc1ncccc1Nc1ccccn1)C(=O)O (centres undefined)	7%	-3	-23%	-3.1	4	nt	11%	i
Cc1cc(NC(=O)c2cccc(S(=O)(=O)N3CCOCC3)c2)no1	7%	13	i	1.8	-1	?	0%	i
Nc1ccc2nc3c(=O)n(CCc4ccccc4)c(=O)[nH]c3nc2c1	14%	5	i	-5.7	7	-7%	63µM*	i
COc1ccc(C(=O)/C=C/c2ccc(OC)c(COc3ccc(F)cc3)c2)cc1	-2%	12	-11%[57.5 µM]	1.7	1	-1%	11%	i
CCCS(=O)(=O)NC(=O)C1(C)CCCN(C(=O)c2cccc(Cl)c2)C1 (centres undefined)	3%	7	-2%	-0.1	8	nt	3%	i
CC1=C(C(=O)OCc2ccccc2)C(c2ccoc2)C(C#N)=C(N)O1 (centres undefined)	-5%	9	-10%	-1.3	1	0%	12%	i
NC(=O)c1ccc(NC(=O)CN2CCN(Cc3ccccc3)CC2)cc1	13%	-17	i	-1.0	-7	0%	1%	i
O=c1c2ccccc2nnn1COc1ccc(Cl)cc1Br	-20%	-18	-8%	1.1	-5	1%	6%	i
COc1ccccc1CC(=O)N1CCN(c2cccc(C(F)(F)F)c2)CC1	-6%	4	-34%[inhibitor]	-34*	-2	0%	0%	i
CC(=O)C1=C(C)NC(SCSc2ccccc2)=C(C#N)C1c1cccnc1 (centres undefined)	-2%	-21	i	-1.0	-9	-18%	17%	i
CCOC(=O)C1CCCN(CC(=O)Nc2c(C(=O)OC)[nH]c3ccc(C)cc23)C1 (centres undefined)	-14%	3	8%	-1.9	-9	1%	-1%	i
CCSc1nnc2n1C(C)(C)Cc1ccccc1-2	-14%	19	i	2.1	2	0%	-1%	i
CO/N=C1\CCCc2c(C(=O)NN)sc(SC)c21	-9%	2	i	-0.6	-2	-3%	8%	i
COC(=O)C1(C)NC(c2ccccc2OC)C2C(=O)N(c3ccccc3)C(=O)C21 (centres undefined)	4%	-2	-56%[inhibitor]	-2.5	0	1%	14%	i
CNc1nc(Oc2ccc3sc(C)nc3c2)c2sccc2n1	?	12	-33%[inhibitor]	-2.0	13	nt	10%	i
COc1ccc(C)cc1NC(=O)CN1CCN(CC(=O)Nc2ccccc2F)CC1	10%	5	-10%	-1.5	8&3	1%	1%	i
CC(=O)c1ccc(N2CCN(C(=O)C(=O)c3c(C)[nH]c4ccccc34)CC2)cc1	-2%	-13	-26%	-7.9	-1	2%	-1%	i
